GDH-TPI inh: counter-screen for M. tuberculosis FBA inhibitors: GDH-TPI coupled enzymes | GDH-TPI coupled enzyme counterscreen, NADH absorbance | inhibition, % at 4.8 µM | 360,000 compounds, 1.2% hits | AID 588335; in the data active = inhibition above about 30%;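 also: 0% = DMSO wells and 100% = wells lacking the enzyme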
BioA inh: BioA (M. tuberculosis) enzyme inhibition; purified M. tuberculosis BioA enzyme, plate reader; inhibition, % at 9.99 µM; 360,000 compounds, 0.096% hits; AID 602481; in the data active = inhibition above about 40%
FBA Mtb inh: Mtb fructose-bisphosphate aldolase inhibition. 360,000 compounds, 2.3% hits. P9WQA3. inhibition, % at 1 µM. purified M. tuberculosis FBA, fluorescence read-out; in the data active = inhibition above about 27%;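 also: 0% = vehicle and 100% = reference inhibitor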
Target sequence (P9WQA3 whole entry, looked up): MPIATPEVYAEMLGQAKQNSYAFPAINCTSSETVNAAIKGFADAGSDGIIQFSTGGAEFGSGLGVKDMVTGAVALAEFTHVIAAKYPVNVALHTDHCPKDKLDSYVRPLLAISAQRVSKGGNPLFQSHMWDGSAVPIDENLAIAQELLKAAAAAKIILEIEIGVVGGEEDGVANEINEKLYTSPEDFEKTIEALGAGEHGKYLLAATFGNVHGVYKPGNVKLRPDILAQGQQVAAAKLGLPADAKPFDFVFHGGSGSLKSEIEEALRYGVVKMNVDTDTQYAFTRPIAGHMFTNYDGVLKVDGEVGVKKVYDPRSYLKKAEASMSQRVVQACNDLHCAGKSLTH
FadD28 FP inh: M. tuberculosis FadD28 bisubstrate binding inhibition; FadD28 bisubstrate probe binding, fluorescence polarization; inhibition, % at 12.5 µM; 360,000 compounds, 0.22% hits; AID 588549; in the data active = inhibition above about 8.5%, passing the limit was not always enough
Mtb UGM inh: Mtb UDP-galactopyranose mutase inhibition | P9WIQ1 | purified UGM, fluorescence polarization probe displacement | inhibition, % at 10 µM | 320,000 compounds, 0.06% hits | AID 504406; in the data active = inhibition above about 10%, passing the limit was not always enough
Target sequence (P9WIQ1 whole entry, looked up): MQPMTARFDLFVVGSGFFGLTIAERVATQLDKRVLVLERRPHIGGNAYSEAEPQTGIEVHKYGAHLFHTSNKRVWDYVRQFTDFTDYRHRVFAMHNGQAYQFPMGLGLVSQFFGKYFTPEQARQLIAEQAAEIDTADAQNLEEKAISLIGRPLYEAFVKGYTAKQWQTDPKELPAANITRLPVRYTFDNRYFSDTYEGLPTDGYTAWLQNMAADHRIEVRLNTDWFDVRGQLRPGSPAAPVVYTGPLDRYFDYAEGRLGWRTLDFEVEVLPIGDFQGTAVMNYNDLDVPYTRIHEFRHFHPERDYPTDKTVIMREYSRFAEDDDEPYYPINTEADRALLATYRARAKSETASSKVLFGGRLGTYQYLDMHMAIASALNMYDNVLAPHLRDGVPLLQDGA
Y pestis TopoI: inhibitors of Yersinia pestis topoisomerase I | Y. pestis Topo-I cleavage product accumulation, plate reader | activity, % at 10 µM | 360,000 compounds, 0.064% hits; in the data active = activity above about 50%, passing the limit was not always enough; also: inactives centre near 2
Vc quorum ag: quorum light induction in luxS cqsA deficient V. cholerae; V. cholerae BH1578 lux reporter, luminescence, 6 h; activation, % at 18.7 µM; 350,000 compounds, 0.16% hits; AID 588436; in the data active = activation mostly above about 9.7%, no sharp cut-off; also: not every result past the cut was called active; inactives centre near 0; reference of the scale not given here
TcdB inh: TcdB glycohydrolase inhibition; P18177; TcdB glycohydrolase enzymatic assay, plate reader; inhibition, % at 9.99 µM; 350,000 compounds, 0.24% hits; AID 652162; in the data active = inhibition above about 10%
PfHsp40 yeast: rescue of PfHsp40-mediated yeast toxicity. growth rescue, % at 12.5 µM. 340,000 compounds, 0.68% hits. S. cerevisiae expressing PfHsp40, growth rescue, ATP luminescence; in the data active = growth rescue above about 28%, passing the limit was not always enough;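 also: yeast W303a lacking pdr1 and pdr3 grown in galactose medium; growth measured after three days at 30 °C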
Starred values were filed as active, the others as inactive; i = inactive; x = not tested or not shown; + = active, no number. The order is random. Share with any hit: about 4.6%.

SMILES	GDH-TPI inh	BioA inh	FBA Mtb inh	FadD28 FP inh	Mtb UGM inh	Y pestis TopoI	Vc quorum ag	TcdB inh	PfHsp40 yeast
Cc1c(-c2ccnc3cc(C(=O)O)nn23)cnn1C	12	x	79*	-4.6	-4.2	7	i	0.6	-0.9
COc1ccc(NCc2nc3ccccc3n2CCOc2ccccc2)cc1	7	15	0	-1.3	0.6	-9	i	x	1.0
C=CCn1c(O)c(N=NC(=S)Nc2ccccc2C)c2cc(S(=O)(=O)N3CCOCC3)ccc21	5	x	-7	-0.5	1.0	12	-0.7	-0.2	-1.9
Cc1cc(C)n(C(=O)CN(C)S(=O)(=O)c2ccc([N+](=O)[O-])cc2)n1	-3	0.2	2	-1.7	-1.7	-7	-0.6	1.0	-0.5
Cc1n[nH]c(C)c1S(=O)(=O)N1CCOCC1	-6	-1.4	0	-1.5	-1.5	-3	-3.4	x	-0.1
COC(=O)c1ccc2c(=O)sc(N3CCC(C(N)=O)CC3)nc2c1	-2	1.3	40*	-6.9	-0.3	3	-0.3	x	1.5
C/C(CCc1ccccc1)=N\NC(=O)c1ccccc1[N+](=O)[O-]	-3	x	0	-3.3	2.3	-2	-0.3	x	-1.0
COc1cccc(C2CC(c3ccc(Cl)cc3)n3nc(N)nc3N2)c1 (centres undefined)	14	-0.3	5	2.1	1.3	5	-0.1	-0.1	0.8
Cc1nc(-c2ccc(S(=O)(=O)N3CCN(c4cccc(C)c4C)CC3)cc2)co1	2	-0.5	0	0.9	-1.6	34	-0.3	-1.1	1.3
CCC(C)c1ccccc1NC(=O)C(C)NCCN(C)C (centres undefined)	25	-1.3	3	-2.3	1.7	-9	-3.7	0.1	-1.6
COC(=O)c1c(NC(=O)COc2ncnc3ccccc23)sc(C)c1C	9	-1.3	4	-1.2	x	-3	-0.6	1.1	0.2
CCOC(=O)C1(CCOC)CCN(C(=O)c2ccc(CSC)o2)CC1	8	0.5	0	-0.2	-2.5	9	i	-0.7	1.0

Some of these compounds in order of molar mass, descending.
SMILES	GDH-TPI inh	BioA inh	FBA Mtb inh	FadD28 FP inh	Mtb UGM inh	Y pestis TopoI	Vc quorum ag	TcdB inh	PfHsp40 yeast
COc1ccc(NCc2nc3ccccc3n2CCOc2ccccc2)cc1	7	15	0	-1.3	0.6	-9	i	x	1.0
COC(=O)c1c(NC(=O)COc2ncnc3ccccc23)sc(C)c1C	9	-1.3	4	-1.2	x	-3	-0.6	1.1	0.2
Cc1cc(C)n(C(=O)CN(C)S(=O)(=O)c2ccc([N+](=O)[O-])cc2)n1	-3	0.2	2	-1.7	-1.7	-7	-0.6	1.0	-0.5
COC(=O)c1ccc2c(=O)sc(N3CCC(C(N)=O)CC3)nc2c1	-2	1.3	40*	-6.9	-0.3	3	-0.3	x	1.5
C/C(CCc1ccccc1)=N\NC(=O)c1ccccc1[N+](=O)[O-]	-3	x	0	-3.3	2.3	-2	-0.3	x	-1.0
CCC(C)c1ccccc1NC(=O)C(C)NCCN(C)C (centres undefined)	25	-1.3	3	-2.3	1.7	-9	-3.7	0.1	-1.6
Cc1c(-c2ccnc3cc(C(=O)O)nn23)cnn1C	12	x	79*	-4.6	-4.2	7	i	0.6	-0.9

Going on with the list:
SMILES	GDH-TPI inh	BioA inh	FBA Mtb inh	FadD28 FP inh	Mtb UGM inh	Y pestis TopoI	Vc quorum ag	TcdB inh	PfHsp40 yeast
CC1(C)Cc2cccc(OCC(=O)Nc3cc(S(C)(=O)=O)ccc3Cl)c2O1	6	0.0	5	-1.0	0.4	16	i	-1.0	-0.2
Cc1cccc(N2CCN(C(=O)c3cccc(N4CCCC4=O)c3)CC2)c1C	-2	0.7	-2	-2.5	-2.1	21	i	1.1	1.8
CCOc1ccc(/C=C2\SC(=S)N(NC(=O)c3ccncc3)C2=O)cc1OC	13	-1.4	-4	-0.9	-6.2	2	-0.4	0.3	x
CN1C(=O)CSC1=S	-10	-1.0	0	-3.1	-1.0	-1	0.1	0.7	-1.3
CCCc1cc(C(=O)NCc2ccc(OC)cc2)no1	6	-0.4	-1	-1.0	0.7	5	-0.2	0.6	-0.3
O=C(OCc1nnc(-c2ccccc2)o1)c1ccccc1	-7	x	-1	0.1	3.6	16	0.0	x	2.0
COc1cc(CN2CCCCCC2)cc(OC)c1OC	-8	-2.1	-2	-2.8	-1.2	-15	-0.2	0.9	-1.3
Cc1c(C(=O)N2CCC(C(N)=O)CC2)oc2ccc(Br)cc12	-1	0.7	-1	-1.5	-3.0	9	-0.3	0.8	-1.5
Cc1ccc(-n2c(C)c(C)c3c(N)ncnc32)cc1	x	x	x	x	-0.7	-11	-0.1	0.6	-0.9
O=C(Nc1ccc(F)cc1)c1sc(Cl)nc1-c1ccccc1	-6	0.5	0	-3.2	1.8	2	-0.5	x	-0.9
Cc1cccc(/C=N/n2c(-c3ccccc3)n[nH]c2=S)c1O	11	-0.9	1	1.4	5.6	2	-0.7	1.4	-1.6
CCn1nc(C(=O)Nc2ccc3c(c2)OCCO3)c2ccccc2c1=O	-2	0.0	-1	-1.7	x	2	-0.7	0.6	x
COc1ccccc1Cc1c(-c2ccc(C)cc2)nc2ccc(Cl)cn12	x	1.4	2	-2.2	x	x	x	-0.6	x
CCC(=O)NC(=S)Nc1ccc(S(=O)(=O)NC2CCCCC2)cc1	0	2.2	-1	-4.7	1.3	12	-0.3	0.5	0.3
CC1CCCC(NC(=O)COC(=O)c2cn(C)c3ccccc23)C1C (centres undefined)	1	-5.1	-1	0.0	0.2	10	-0.7	0.9	-0.8
O=[N+]([O-])c1cc(C(F)(F)F)ccc1SCC(O)CO (centres undefined)	5	x	6	-0.3	-1.6	9	-1.1	0.5	-1.3
CCc1cccc(NC(=O)C2CC2c2ccccc2)c1 (centres undefined)	-3	-2.9	0	-2.6	-1.2	0	-0.7	0.9	0.7
Cc1ccc(N2CC(C(=O)NCCC(C)C)CC2=O)cc1 (centres undefined)	6	-3.4	0	-0.2	0.8	-2	-7.1	x	-0.1
COc1c(C(=O)NC(=S)Nc2nnn(C)n2)cc2ccccc2c1Br	9	-0.9	3	-1.4	-1.5	0	x	1.5	0.4
CN(C)S(=O)(=O)c1ccc(NC(=O)c2ccc([N+](=O)[O-])cc2)cc1	9	1.5	0	1.1	x	-3	-0.3	0.4	0.0
CC(C)C(NC(=O)CN1C(=O)c2ccccc2C1=O)c1ccccc1 (centres undefined)	0	0.4	0	-0.3	0.5	4	-0.5	2.0	-0.8
CC(C)c1ccc(NC(=O)C[n+]2ccn(C3=C([O-])c4ccccc4C3=O)c2)cc1	-2	x	3	3.2	-1.9	0	-0.2	2.6	0.5
COC(=O)c1ccc(N2C(=O)c3ccc(OC)c(OC)c3C2=O)cc1	-3	x	-1	0.7	4.4	-1	2.1	x	-0.8
Cc1ccc(S(=O)(=O)CCc2ccncc2)cc1	7	-1.7	5	-0.3	2.6	-1	i	4.4	0.3
Cc1ccccc1CNC(=O)Nc1ccc(Cl)cc1	0	-0.7	0	-1.5	-1.5	-7	-0.2	0.3	0.3
CCOC(=O)C1CCCN(C(=O)c2ccc(Cl)c(S(=O)(=O)N3CCc4ccccc43)c2)C1 (centres undefined)	13	-3.4	2	-1.1	x	13	-5.9	-1.2	0.2
CC(=O)c1ccc(NS(=O)(=O)c2ccc(CC(C)C)cc2)cc1	7	3.3	1	-1.1	-2.0	0	-0.2	x	0.6
CCOC(=O)c1c(C)[nH]c(C(=O)CSc2nnc(CC(C)c3ccccc3)o2)c1C (centres undefined)	-8	0.0	2	-0.8	0.6	0	x	x	-1.2
C/C(=N\Nc1nncc2ccccc12)c1ccc(Cl)c([N+](=O)[O-])c1	-6	2.5	1	-1.6	-2.6	-5	-4.8	-4.6	-0.1
O=C(O)c1ccc(/C=C2\SC(=S)N(NC(=O)c3ccc(Br)cc3)C2=O)cc1	26	-1.8	7	4.6	-1.3	-2	-6.7	1.0	-0.6
O=C(c1ccco1)c1cn[nH]c1-c1ccc(Cl)cc1O	18	-1.3	2	-4.9	1.4	-2	-1.8	x	0.3
COc1ccc(N(C(=O)c2ccco2)C(C(=O)NC2CCCC2)c2ccc(N(C)C)cc2)cc1OC (centres undefined)	3	-0.2	2	-3.5	-0.7	5	x	1.5	-0.8
COc1cccc(/C=c2\s/c(=C/C(=O)c3ccc(C)cc3)[nH]c2=O)c1OC	11	-4.3	1	-0.1	0.0	-1	-0.2	x	1.0
CC(C)Oc1ccc(/C=C(\NC(=O)/C=C/c2ccco2)C(=O)NCCc2nc3ccccc3[nH]2)cc1	9	x	-1	-1.6	-0.1	13	-0.2	-0.7	0.8
Cc1sc2ncn(CC(=O)NCCCC(=O)N3CCN(c4ncccn4)CC3)c(=O)c2c1C	2	-1.6	4	0.6	-4.1	1	i	x	-1.1
C=CCn1c(SCC(=O)N(CCOC)c2c(N)n(CC(C)C)c(=O)[nH]c2=O)nc2ccccc21	-5	-0.7	1	-0.2	-0.3	7	-0.5	1.8	-1.9
CCCNC(=O)COC(=O)c1cc(-c2ccc(OC)cc2)nc2ccccc12	7	x	13	-4.0	-1.4	11	-0.2	0.1	0.9
Cc1nnc(NC(=O)c2cccc(S(=O)(=O)N(C)c3cccc(Cl)c3)c2)s1	2	1.7	0	-1.2	0.1	-7	i	0.5	-0.4
N=c1c(C(=O)NCC2CCCO2)cc2c(=O)n3ccccc3nc2n1C1CCCC1 (centres undefined)	-1	1.3	+	1.6	1.9	20	-0.4	-0.5	-0.4
CC(OC(=O)c1ccc2c(=O)n3c(nc2c1)CCC3)C(N)=O (centres undefined)	4	x	2	-0.4	-2.6	4	-1.1	0.5	-1.0
Cc1ccc(S(=O)(=O)N2C[C@@H](C)[C@]3(C2)[C@H](O)[C@H](OC(=O)Nc2cccs2)C[C@H]2C(=O)N(c4ccccc4)C(=O)[C@H]23)cc1	5	0.4	1	-2.1	x	4	-1.0	0.6	x
O=C(COc1ccccc1[N+](=O)[O-])N1CCCc2ccccc21	6	x	1	-1.8	-3.4	12	i	1.5	-1.2
COc1cc(OC)c(OC)cc1CNCCSc1nnnn1C	-8	x	1	-4.3	0.9	0	i	0.6	-1.6
CCN(CC)C(=O)[C@H]1CC(CC(=O)NCCN2CCOCC2)C(=O)N2CCc3c([nH]c4ccccc34)[C@]12C (some centres undefined)	7	1.2	1	0.3	-0.6	0	i	0.2	-1.0
Nc1ccc(-c2nc3c(Cl)cc(N)cc3[nH]2)cc1	45*	1.8	197*	4.9	-1.9	-33	-0.5	x	1.4
CN(Cc1ccccc1)C(=O)c1cccc(NC(=O)Cc2ccc(NC(=O)C3CCCN(C(=O)C4CCCC4)C3)cc2)c1 (centres undefined)	-8	1.3	1	-5.3	x	19	i	1.2	1.5
c1ccc(-n2nnnc2-n2nnc3ccccc32)cc1	3	0.6	-2	-0.6	1.4	9	0.2	0.3	2.0
O=C(CN1C(=O)S/C(=C/c2ccc(N3CCOCC3)cc2)C1=O)N1CCOCC1	18	-3.8	-11	-1.8	0.3	0	-0.3	x	-0.3
Cc1cccc(NS(=O)(=O)c2ccc(Br)s2)n1	-6	1.2	-1	-3.5	-2.8	10	-0.2	x	0.8
COCCn1c(C)cc(C(=O)COC(=O)c2cc3c(s2)CCC3)c1C	2	0.4	4	0.9	1.0	0	i	x	-0.5
COc1ccc(Cl)cc1NC(=O)CC1CCCC1	3	0.3	1	0.8	-0.1	7	-0.4	-0.9	1.3
CN(C)CCCn1c(SCCN2C(=O)c3ccccc3C2=O)nc2ccccc2c1=O	-2	x	2	-1.3	-1.6	1	i	0.3	-0.1
COc1cccc(NC(=O)CN(C)C(=O)c2ccccc2OCC(=O)Nc2cccc(C(F)(F)F)c2)c1	-6	-0.6	1	2.7	-2.3	6	-0.9	-1.5	-1.2
Oc1ccccc1CN(Cc1ccco1)CC(O)COCc1ccc(Cl)cc1 (centres undefined)	3	0.6	4	-1.8	-0.7	7	-3.7	x	-0.4
CCC1(C)Cc2c(sc3nnn(CC(=O)Nc4ccccc4C)c(=O)c23)CO1 (centres undefined)	14	0.0	3	-1.4	1.1	-2	i	x	-0.6
Fc1ccc(N/N=C/c2ccc(N3CCOCC3)cc2)c(F)c1	20	x	-1	-1.5	-2.4	-3	-0.3	0.3	0.8
Cc1ccc2c(c1)N(CC(=O)N1CCC(C)CC1)C(=O)c1cccnc1O2	-10	-0.4	-4	-2.2	-2.0	1	-0.4	0.7	0.2

Screens (PubChem BioAssay)
